NPR2 activator – GC-B (human) receptor activation; P20594; HEK293-GC-B cells, CNP EC30, cGMP TR-FRET; 0% at EC30 CNP, 100% saturating CNP; activation, % at 10 µM; 0.11% of 370,000 active;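 active = activation at 10 µM reaching about 35% in either raw or pattern-adjusted values, limit read from the data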
DAX1 inh-1 – inhibitors of DAX1 repression of SF-1 activated StAR promoter. inhibition, % at 6.8 µM. AID 652010. HEK293T StAR-luciferase reporter, SF-1/DAX-1 repression relief. 1.1% of 370,000 active;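 active = inhibition above the mean over all tested compounds plus 3 SD, cut at about 3.6% in these data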;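 note: 0% = DAX-1 cells with DMSO and 100% = cells lacking DAX-1 with DMSO; higher inhibition means more luminescence from relief of DAX-1 repression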
DAX1 inh-2 – NR0B1 (DAX1) inhibition; P51843; HEK293 Gal4-DAX1 luciferase reporter, luminescence; inhibition, % at 6.75 µM; 0.99% of 340,000 active; AID 504766;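 active = inhibition above the mean over all tested compounds plus 3 SD, cut at about 4.2% in these data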;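 note: 0% = DAX1-transfected cells with DMSO and 100% = empty-vector control cells with DMSO; inhibition shows as a rise in luminescence from relieved DAX1 repression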
Target sequence (P51843 207-470 limits assumed): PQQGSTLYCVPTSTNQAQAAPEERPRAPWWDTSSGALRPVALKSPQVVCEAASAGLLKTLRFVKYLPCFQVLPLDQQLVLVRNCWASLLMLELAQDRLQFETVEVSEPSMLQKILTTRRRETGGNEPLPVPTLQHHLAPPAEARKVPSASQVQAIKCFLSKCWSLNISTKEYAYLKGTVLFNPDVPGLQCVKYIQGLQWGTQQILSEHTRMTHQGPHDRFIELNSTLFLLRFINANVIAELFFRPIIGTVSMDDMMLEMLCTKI
FXN GAA850 act – activators of GAA850 frataxin (FXN) promoter; AID 540364; 0.56% of 360,000 active; activation, % at 6 µM; HEK293 lucGAA850 FXN promoter luciferase reporter, 24 h; percent of 10 µM SAHA response;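 active = activation above the average of all compounds screened plus 3 SD, cutoff fixed separately per campaign, cut at about 7.5% in these data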;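 note: 0% = DMSO wells and 100% = 10 µM SAHA wells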
HGIII-sPLA2 inh – Blocks human group III sPLA2 activity | Q9NZ20 | QFRET BODIPY PC-A2 liposome hydrolysis, fluorescence | inhibition, % at 12.2 µM | 0.56% of 370,000 active | AID 743126;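 active = inhibition above mean plus 3 SD of compounds lying within the high and low control bounds, cut at about 19% in these data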;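 note: 0% = median of test compound wells and 100% = no enzyme DMSO wells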
Target sequence (Q9NZ20 whole entry, looked up): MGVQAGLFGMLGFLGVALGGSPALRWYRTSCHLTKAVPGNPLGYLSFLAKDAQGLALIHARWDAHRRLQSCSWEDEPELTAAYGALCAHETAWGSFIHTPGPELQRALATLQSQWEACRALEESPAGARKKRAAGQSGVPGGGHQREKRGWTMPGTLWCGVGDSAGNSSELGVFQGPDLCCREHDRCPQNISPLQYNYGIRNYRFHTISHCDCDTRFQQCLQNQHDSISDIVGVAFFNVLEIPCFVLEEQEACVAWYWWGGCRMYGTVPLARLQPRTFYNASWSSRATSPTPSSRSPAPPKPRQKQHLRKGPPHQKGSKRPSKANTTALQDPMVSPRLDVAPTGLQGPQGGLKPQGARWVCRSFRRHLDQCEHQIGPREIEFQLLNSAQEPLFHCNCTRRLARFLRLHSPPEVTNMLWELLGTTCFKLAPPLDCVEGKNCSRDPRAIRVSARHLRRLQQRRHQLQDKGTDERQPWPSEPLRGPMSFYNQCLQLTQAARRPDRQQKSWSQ
NPR1 activator – GC-A (human) enzyme activation | P16066 | HEK293 GC-A cells, cGMP TR-FRET, EC30 ANP; 0% at EC30 ANP, 100% saturating ANP | activation, % at 10 µM | 0.14% of 370,000 active; in the data active = activation above about 40%
ssDAF-12 act – S. stercoralis DAF-12 activation, primary screen | HEK293 ssDAF-12/GRIP1 lit1-tk-luc reporter, luminescence; % of 3 µM dafachronic acid response | activation, % at 6.8 µM | 1% of 370,000 active | AID 652126;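 active = activation above the mean over all tested compounds plus 3 SD, cut at about 0.9% in these data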;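 note: 0% = DMSO-only wells and 100% = 3 µM delta7-dafachronic acid wells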
SMARCA2 act – increases SMARCA2 function in MMTV reporter cells; MG213 cells, MMTV-luciferase reporter, dexamethasone, overnight; activation, % at 9.1 µM; 1% of 370,000 active; AID 652017; in the data active = activation above about 7.8%;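 note: 0% = vehicle wells and 100% = reference activator wells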
hcDAF-12 act – H. contortus DAF-12 activation, primary screen. activation, % at 6.8 µM. HEK293 hcDAF-12 lit1-tk-luc reporter, luminescence; 0% DMSO, 100% Δ7-dafachronic acid. 1.4% of 370,000 active;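 active = activation above the mean of all tested compounds plus 3 SD, cut at about 5.5% in these data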;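 note: 100% = response to 3 µM Δ7-dafachronic acid high control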
hgDAF-12 ag – activates the H. glycines DAF-12 receptor ligand-binding domain. 1.8% of 370,000 active. HEK293 GAL4-hgDAF12 UAS-luciferase reporter, agonist luminescence; normalized to butyrate control. activation, % at 6.8 µM;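 active = activation above a cutoff set at the mean of all screened compounds plus 3 SD, cut at about 10% in these data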;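 note: 0% = DMSO wells and 100% = sodium butyrate wells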
KLK7 zymogen act – proKLK7 (human) activation, primary screen. P49862. purified proKLK7, EDANS-DABCYL substrate fluorescence; 100% is mature enzyme control, 0% vehicle. 0.9% of 370,000 active. activation, % at 7 µM;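 active = activation above the mean of all tested compounds plus 3 SD, computed per campaign excluding outliers beyond control limits, cut at about 13% in these data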
Target sequence (P49862 whole entry, looked up): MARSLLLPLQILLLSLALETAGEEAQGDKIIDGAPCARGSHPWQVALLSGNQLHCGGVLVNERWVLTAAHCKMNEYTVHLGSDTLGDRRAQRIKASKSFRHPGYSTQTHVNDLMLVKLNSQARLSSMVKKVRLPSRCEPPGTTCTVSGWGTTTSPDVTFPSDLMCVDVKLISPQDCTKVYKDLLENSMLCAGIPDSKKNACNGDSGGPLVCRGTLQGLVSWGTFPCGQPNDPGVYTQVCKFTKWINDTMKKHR
An asterisk follows results filed as active; / = not tested or not shown.

SMILES	NPR2 activator	DAX1 inh-1	DAX1 inh-2	FXN GAA850 act	HGIII-sPLA2 inh	NPR1 activator	ssDAF-12 act	SMARCA2 act	hcDAF-12 act	hgDAF-12 ag	KLK7 zymogen act
CCc1ccc(C(=O)/C=C/c2cnn(C)c2C)s1	0	3.1	5.2*	2.6	-2	7	-0.8	1	2.1	12*	5.5
COc1ccc(CCNC(=O)CCNS(=O)(=O)c2cccc3nonc23)cc1OC	0	0.5	-0.3	1.5	0	-3	-1.0	-1	0.1	0.4	0.5
O=C(N(c1ccccn1)c1ccccn1)C12CC3CC(CC(C3)C1)C2	-4	-1.2	0.2	7.2	0	0	-2.0	0	-1.0	1.1	-0.4
Cc1[nH]c2ccccc2c1CC(=O)Nc1ccc(Nc2cccnc2)c(-c2ccc(F)c(F)c2)c1	-1	-0.5	/	/	-28	-5	-1.6	-4	-1.3	-3.4	-0.5
COCc1cc(/C=N\NC(=O)COc2ccc(Cl)cc2)ccc1OC	1	-0.8	-0.9	0.7	0	-4	-1.0	1	-2.0	-0.6	-0.3
Cn1c(Cl)c(/C=N/OC(=O)c2cccc(Cl)c2)c2ccccc21	-11	-0.1	-1.3	-0.3	6	-1	-1.0	-1	-0.6	-0.5	0.8
Clc1ccccc1-c1ccc2ncnc(NCc3cccnc3)c2c1	1	-0.4	-0.1	0.2	-5	3	-1.1	0	-2.0	-0.9	0.4
COc1ccc(-c2nc(NC(C)=O)sc2-c2ccccc2)cc1	4	-1.6	1.6	-1.5	-13	-11	-1.3	-3	1.1	-0.6	-0.1
S=C(NCc1ccccc1)NC1CCCCC1	-2	-0.1	1.9	0.5	12	-1	-0.6	3	-1.1	-1.9	-0.2
O=C1C[C@@H](c2ccccc2)Oc2cc(O)cc(O)c21	0	0.1	-0.1	1.4	4	-3	-1.4	3	0.9	1.0	0.2
O=C(CSc1nc2ccccc2s1)Nc1cc(S(=O)(=O)N2CCOCC2)ccc1O	-1	0.0	0.9	3.3	-9	-4	0.1	-2	9.7*	0.0	0.5
O=C(CN1C(=O)CSc2ncccc21)Nc1ccccc1F	7	-0.3	1.1	1.2	-1	-6	-0.9	0	-0.8	2.9	0.4
CS(=O)(=O)c1ccc2nc(NC(=O)Nc3ccccc3F)sc2c1	5	2.5	7.3*	7.5	-5	8	-0.1	7	2.2	15*	-1.0
CCOc1ccc(CN(C)CC(=O)Nc2cccc3ccccc23)cc1OC	-4	-0.3	0.0	1.4	-4	-4	-2.1	-2	-3.0	-2.3	0.0
COc1cc(CC(=O)Nc2ccc(Cl)c(C(F)(F)F)c2)cc(OC)c1OC	-1	-0.7	0.6	-0.1	-6	4	-1.6	-5	-3.7	-3.1	-0.7
O=C(O)c1cc(-c2ccc(N3CCOCC3)cc2)nn1-c1ccccc1Cl	5	-0.1	0.8	-1.1	-1	4	-0.5	0	1.1	-1.5	0.4
CCCCCCCCN1C(=O)[C@@H](CC(=O)N2CCCCC2)C[C@@]2(C(=O)OC)C1=C[C@H](COCc1ccccc1)O[C@@H]2C	6	-0.5	/	/	-19	-4	-0.6	-2	5.8*	1.5	0.7
O=C(O)c1cc(N2CCCC2)ccn1	1	0.5	-0.5	-1.5	4	1	-0.6	-3	1.4	-2.5	0.3
O=C(NCc1ccncc1)c1ccc(Cl)c(S(=O)(=O)N2CCCCC2)c1	1	0.0	-0.5	0.7	0	-1	-1.8	2	-0.3	3.3	1.1
CC(Cn1cncn1)C(=O)N1CCN(S(=O)(=O)c2ccc(Cl)cc2)CC1 (stereo unspecified)	6	-0.1	-0.3	-0.5	2	-1	-1.9	-3	-1.4	-1.0	0.7
COc1cc2oc(=O)cc(CN3CCOCC3)c2cc1Cl	-4	-1.7	/	/	7	2	-0.6	-1	3.1	-0.6	0.3
CCOC(=O)[C@]12CCCC=C1N(CCCOC)C(=O)[C@@H]2CC(=O)NCc1ccc(OC)c(OC)c1	1	-1.3	/	/	15	3	-0.9	-2	-2.3	-2.2	0.5
CCNC(=O)CSc1nnc(-c2cccs2)o1	-2	0.1	0.2	3.4	-1	-3	-0.9	0	-0.8	-0.9	-0.4
O=Cc1ccccc1Oc1ccccc1	3	0.1	1.2	2.3	8	3	-0.4	-6	-0.1	0.6	0.6
COC(=O)c1c(NC(=O)C2CC2)sc2c1CCN(C(C)=O)C2	-5	-2.5	1.3	-1.7	1	-3	-0.9	1	0.6	-0.1	0.7
CC(=O)Nc1ccc(CN2CCC(CO)(CCOc3ccccc3)CC2)cc1	10	-0.2	-1.0	-0.7	-3	1	-1.3	2	-0.7	0.3	-0.4
COc1ccc(-c2cc(C(F)F)n3ncc(C(=O)N4CCSCC4)c3n2)cc1	1	0.0	0.3	7.1	-2	7	-0.8	-1	-1.9	-1.9	-101
COc1ccc(/C(N)=N/O)cc1O	3	-0.4	0.0	1.5	4	0	-1.3	-1	0.7	0.6	-0.1
O=C(CCC1CCCCC1)NC1=NCCS1	0	-0.5	-0.7	2.8	14	-5	-1.2	-4	-0.6	-0.2	-0.3
COc1ccc(OC)c(NC(=O)CCNS(=O)(=O)c2cccc3nsnc23)c1	3	0.0	0.2	0.0	6	3	-1.0	-1	-0.9	-1.6	-0.2
CN(CC(=O)Nc1ccccc1Br)C(=O)CCc1nc2ccccc2c(=O)[nH]1	-5	0.0	1.2	-0.6	-5	-2	-0.4	0	-0.8	-3.0	-0.3
Cc1ncccc1C(=O)N1CCCC(CNC(=O)c2ccc(-c3ccccc3)cc2)C1 (stereo unspecified)	4	-1.6	-4.2	-1.3	3	-2	-2.2	-1	-2.2	-0.1	-0.2
CC(=O)NCCC(=O)Nc1nc2c(ccc3ccccc32)s1	-2	0.0	0.9	3.1	-3	15	-0.8	7	0.7	1.4	0.2
CC(=O)C1=C(O)C=C(c2ccco2)CC1c1ccco1 (stereo unspecified)	0	-0.2	1.4	4.1	9	2	-1.3	-4	-0.3	2.7	-0.4
COCc1nnc(NC(=O)c2c(-c3c(Cl)cccc3Cl)noc2C)s1	1	0.2	-0.2	0.6	-2	1	-0.9	-3	-2.6	0.9	0.3
Cc1onc(-c2ccccc2Cl)c1C(=O)NCc1ccco1	-3	0.8	-1.0	-0.4	-2	2	-1.6	1	1.1	1.4	-0.2
O=C(O)CC1(CC(=O)Nc2nccs2)CCCCC1	2	-0.3	1.0	0.8	7	1	-0.7	-1	-1.0	-4.9	-0.5
O=C(c1cc(-c2ccc(Cl)cc2)on1)N1CCN(c2ccccc2)CC1	-1	1.0	1.7	3.7	13	3	-0.4	4	5.5	6.2	-0.4
N=C1SCC(=O)N1c1ncc(Cc2ccc(F)cc2)s1	1	0.1	1.2	2.1	-17	10	-1.7	-2	-0.5	2.2	0.1
COc1ccc(C=CC(=O)c2ccc3cc(OC)c(OC)cc3c2)cc1OC	3	-3.4	-2.7	-3.0	-6	2	-2.4	-2	-3.1	-4.9	-32
CC1CCN(C(=O)c2ccc(CSc3ccc(Cl)cc3)cc2)CC1	2	-0.5	-1.5	-1.6	4	1	-2.0	-1	-2.8	-2.4	0.5
COc1ccc(NC(=O)c2cc3c(CO)cnc(C)c3oc2=Nc2cccc(C)c2)c(OC)c1	-6	-0.1	-0.1	0.4	5	-1	-1.1	0	-1.5	-1.6	0.2
CCOc1ccc(NC(=S)N(CCN2CCOCC2)Cc2cc3cc4c(cc3[nH]c2=O)OCO4)cc1	-1	-0.3	1.7	-0.7	2	0	-0.8	-2	0.6	0.8	1.6
CCN(CC)CCCN1C(=O)c2oc3ccccc3c(=O)c2C1c1cccnc1 (stereo unspecified)	0	0.5	-0.2	0.6	4	0	-1.3	-1	-0.6	0.3	0.6
CCC(=O)N1CCc2cc(OC)c(OC)cc2C1COc1ccc(OC)cc1 (stereo unspecified)	1	-0.9	-0.1	2.9	1	7	-2.0	-1	-2.4	-4.2	0.3

Single records, from the list above. Order of screens: NPR2 activator	DAX1 inh-1	DAX1 inh-2	FXN GAA850 act	HGIII-sPLA2 inh	NPR1 activator	ssDAF-12 act	SMARCA2 act	hcDAF-12 act	hgDAF-12 ag	KLK7 zymogen act
Cc1ncccc1C(=O)N1CCCC(CNC(=O)c2ccc(-c3ccccc3)cc2)C1 (stereo unspecified) as listed: 4	-1.6	-4.2	-1.3	3	-2	-2.2	-1	-2.2	-0.1	-0.2
COCc1nnc(NC(=O)c2c(-c3c(Cl)cccc3Cl)noc2C)s1 as listed: 1	0.2	-0.2	0.6	-2	1	-0.9	-3	-2.6	0.9	0.3

More entries follow.
SMILES	NPR2 activator	DAX1 inh-1	DAX1 inh-2	FXN GAA850 act	HGIII-sPLA2 inh	NPR1 activator	ssDAF-12 act	SMARCA2 act	hcDAF-12 act	hgDAF-12 ag	KLK7 zymogen act
[N-]=[N+]=NC1C[C@H](n2ccc(=O)[nH]c2=O)O[C@@H]1CO (stereo partly specified)	-5	-2.1	0.3	0.9	11	3	-0.1	-5	-1.0	2.3	0.9
Cc1ccc(CNC(=O)C(NS(=O)(=O)c2cccs2)C(C)C)cc1 (stereo unspecified)	4	0.9	0.5	/	-5	3	-1.8	-1	-1.7	0.7	0.2
CC(C)(C)n1nnnc1C(c1cc2ccccc2o1)N(Cc1ccccc1)Cc1ccccc1 (stereo unspecified)	-4	0.4	/	/	-6	-4	-0.8	0	1.6	1.5	0.5
CCCCc1c(O)c2ccccc2n(CCCC)c1=O	2	-0.1	-1.2	-1.1	-13	1	-1.4	0	-0.2	-1.2	2.0
CC1(C)[N+]([O-])=C2C(=[N+]([O-])C1(C)C)c1ccccc1/C2=N\O	8	-0.1	1.2	0.8	-1	0	-1.4	-4	-1.2	-0.9	-0.7
CC(=O)c1cccc(-c2ccnc3c2CC(C(=O)NCCC(F)(F)F)O3)c1 (stereo unspecified)	-2	0.4	/	-4.8	4	3	-0.6	-1	-0.1	4.2	0.5
NC1=NC[C@@H](Cc2ccc(O)cc2)N1CCc1cc(C(F)(F)F)cc(C(F)(F)F)c1	6	0.1	0.0	1.7	-6	2	-1.4	0	-1.0	0.7	0.3
Cc1cc2ncc(-c3ccc(Cl)cc3)cn2n1	-5	3.7*	1.9	5.4	1	-1	-0.8	7	2.1	11*	0.3
COc1ccccc1CNC(=O)c1ccc(CNc2c(N3CCCC3)c(=O)c2=O)cc1	-7	-0.2	-1.2	1.3	2	6	-1.2	1	-1.2	-2.7	-0.2
O=C(Nc1c(F)cccc1F)c1ccc2c(c1)CCN2S(=O)(=O)c1ccccc1	-7	-1.2	-0.7	2.6	-4	-27	-1.4	-1	-3.0	1.4	-0.6
Cc1ccc(COn2nnc3ccc(S(=O)(=O)N4CCOCC4)cc32)cc1	-5	0.2	-0.8	2.0	-5	-1	-1.3	0	-1.0	2.2	0.8
COc1ccc2c(c1)c(C(=O)N1CCN(C)CC1)c(C)n2-c1ccccc1	2	-0.1	-1.8	1.9	-1	-4	-0.9	-1	-2.5	1.4	0.0
NC(=O)C1CCCc2c1n(Cc1ccccc1)c1ccccc21 (stereo unspecified)	-8	-0.3	0.4	1.5	-4	-14	-1.0	0	-1.9	1.1	0.1
N#Cc1cnn(-c2ncnc3sc(-c4ccccc4)cc23)c1N	-3	-0.5	0.8	4.7	-6	-2	-0.2	-1	-1.8	-0.4	0.0
C[C@@H]1CN(c2ccc(N3CCN(C(=O)OC(C)(C)C)C[C@H]3C)cc2C#N)CCN1Cc1ccccc1	-1	-0.9	/	/	15	3	-0.8	-2	-1.8	3.0	-8.0

Bioassay records deposited in PubChem by several laboratories.
